Nrf2 activator: qHTS of Nrf2 Activators; 410,000 compounds, 0.31% hits; AID 624171, 2012; AREc32 ARE-luciferase reporter (MCF7-derived line), luminescence, 24 h; Potency, µM (top dose mostly 46.1 µM), for the others: at the highest dose activation, most hits filed as activators; also: potency is read from the fitted curve at half-maximal effect; % of control where 0% means no effect; nearly all actives have a fitted effect of over 65% in size
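ARE-driven firefly luciferase activity in AREc32 cells measured after a 24 hr compound exposure at 37 deg C, using Steady-Glo reagent and a 30 min room-temperature hold.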
A549 viability: Nrf2 qHTS screen for inhibitors: counterscreen for cytotoxicity; 390,000 compounds, 0.16% hits; A549 ARE-Fluc cells, CellTiter-Fluor viability, 18-24 h; Potency, µM (highest dose often 46 µM), for inactives: at the top dose activity change, negative = cytotoxicity, usual class: inhibitors; AID 504648, 2011; also: potency is read from the fitted curve at half-maximal effect; % is scaled to controls: 0 for no effect and ±100 for the full control effect
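Cytotoxicity counterscreen: CellTiter-Fluor fluorescence was measured in A549 ARE_Fluc cells after 18-24 h of compound exposure in a concentration series. The subsequent BugLite luminescent read reports ARE-luciferase activity.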
EPAC2 antagonist: qHTS for Antagonist of cAMP-regulated guanine nucleotide exchange factor 2 (EPAC2): primary screen. AID 720708, 2013. 360,000 compounds, 0.18% hits. Potency, µM (highest dose often 114 µM), for the others: top-dose activity, negative = inhibition, actives largely listed as inhibitors. EPAC2 GEF exchange of Rap1B-BODIPY-GDP, fluorescence; also: potency is read from the fitted curve at half-maximal effect; % is scaled to controls: 0 for no effect and ±100 for the full control effect; nearly all actives have a fitted effect of over 45% in size; many of its hits are not listed in these tables
Target sequence (Q8WZA2 whole entry, looked up): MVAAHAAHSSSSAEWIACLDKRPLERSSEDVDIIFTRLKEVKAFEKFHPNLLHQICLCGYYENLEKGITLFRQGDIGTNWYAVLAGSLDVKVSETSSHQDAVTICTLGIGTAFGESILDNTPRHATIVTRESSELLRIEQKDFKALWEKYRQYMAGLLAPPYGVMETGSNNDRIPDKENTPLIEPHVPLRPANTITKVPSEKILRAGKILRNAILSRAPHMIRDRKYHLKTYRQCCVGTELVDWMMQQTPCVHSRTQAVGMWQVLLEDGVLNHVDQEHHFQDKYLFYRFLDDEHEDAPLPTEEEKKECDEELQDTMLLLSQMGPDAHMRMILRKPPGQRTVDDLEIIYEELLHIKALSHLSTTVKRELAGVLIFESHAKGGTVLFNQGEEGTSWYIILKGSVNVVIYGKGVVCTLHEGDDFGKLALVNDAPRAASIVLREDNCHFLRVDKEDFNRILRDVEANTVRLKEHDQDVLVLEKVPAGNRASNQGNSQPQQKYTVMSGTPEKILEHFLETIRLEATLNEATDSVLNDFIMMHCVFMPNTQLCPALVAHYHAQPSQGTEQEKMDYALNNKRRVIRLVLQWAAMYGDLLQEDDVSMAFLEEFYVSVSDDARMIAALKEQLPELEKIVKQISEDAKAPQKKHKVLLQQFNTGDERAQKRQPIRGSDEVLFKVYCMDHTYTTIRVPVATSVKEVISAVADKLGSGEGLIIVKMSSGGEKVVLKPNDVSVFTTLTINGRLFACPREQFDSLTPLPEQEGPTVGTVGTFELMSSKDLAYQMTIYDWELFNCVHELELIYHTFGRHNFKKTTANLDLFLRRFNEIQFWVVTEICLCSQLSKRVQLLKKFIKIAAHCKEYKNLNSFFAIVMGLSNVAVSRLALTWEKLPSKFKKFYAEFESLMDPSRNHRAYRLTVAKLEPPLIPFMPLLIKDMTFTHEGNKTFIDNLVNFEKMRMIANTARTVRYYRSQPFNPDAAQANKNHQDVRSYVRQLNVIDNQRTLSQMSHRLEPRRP
TGFb inhibitor: qHTS for Inhibitors of TGF-b; HepG2 CAGA-GFP TGF-b/SMAD3 reporter, GFP fluorescence, 18 h; TGF-beta stimulated, 500 pg/mL final; Potency, µM (doses to about 46.1 µM), for inactives: at the top dose activity, negative = inhibition, usual class: inhibitors; 410,000 compounds, 1.2% hits; AID 588855, 2011; also: potency is read from the fitted curve at half-maximal effect; % is scaled to controls: 0 for no effect and ±100 for the full control effect; nearly all actives have a fitted effect of over 65% in size
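GFP signal (ex488/em500-530) from TGF-beta-stimulated HEPG2 CAGA-GFP cells, 500 pg/mL final, 18 h at 37 degrees C in DMEM plus 1% FBS, normalized to unstimulated and DMSO-stimulated controls.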
Akt phos inh: HTS Assay for Inhibitors of Akt Phophorylation: Primary Screen; Neuro2A IGF-stimulated pAkt S473 HTRF, 20 min; stronger effect = lower value; activity change, % for hits at 50 µM; 360,000 compounds, 0.32% hits; in the data active = activity change below about -80%; inconclusive = mostly about -51% to -80%; also: % is scaled to controls: 0 for no effect and ±100 for the full control effect
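Neuro2A cells in DMEM with 0.5% FBS, overnight at 37 deg C, given compound at single 50 µM final, then IGF (6 nM final) for 20 min at 37 deg C. Lysed; phospho-Akt Ser473 by HTRF after 24 h, 665/615 ratio.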
Mm-Cpn inhibitor: Inhibitors of TCP-1 ring complex (TRiC) of Methanococcus maripaludis (MmCpn): qHTS; 330,000 compounds, 0.031% hits; purified Mm-Cpn ATPase, ADP Transcreener TR-FRET; Chaperonin Mm-Cpn (Methanococcus maripaludis); Potency, µM (titrated, usually from 76.9 µM), for inactives: top-dose activity, negative = inhibition, most hits filed as inhibitors; AID 504842, 2011; also: potency is read from the fitted curve at half-maximal effect; % is scaled to controls: 0 for no effect and ±100 for the full control effect; nearly all actives have a fitted effect of over 80% in size
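ATPase turnover read by TR-FRET ADP competition (Eu cryptate antibody/ADP-d2, 665/590 nm): 10uM ATP final, 25nM Mm-CPN final, 30 min 37degC after 10-min compound preincubation, pH 7.4 Tris/KCl/MgCl2/DTT buffer.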
Nrf2 block: Nrf2 qHTS screen for inhibitors; A549 ARE-Fluc reporter, luciferase luminescence, 18-24 h; Potency, µM (highest dose often 46 µM), inactives show at the top dose activity change, negative = inhibition, actives largely listed as inhibitors; AID 504444, 2011; 360,000 compounds, 2.1% hits; also: potency is read from the fitted curve at half-maximal effect; % is scaled to controls: 0 for no effect and ±100 for the full control effect; nearly all actives have a fitted effect of over 60% in size
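Nrf2 function is reported as luminescence of an ARE-controlled luciferase in A549 cells. Compounds were tested at several concentrations, and a CellTiter-Fluor read on the same wells flagged cytotoxicity.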
CCT chaperon mod: High-Throughput Screening for Modulators of Cytosolic Chaperonin Activity; purified chaperonin ATPase assay, HTRF ADP detection, 30 min; activity change, % (no concentration beside the values), hits read low; 360,000 compounds, 0.3% hits; in the data active = activity change below about -30%; also: % is scaled to controls: 0 for no effect and ±100 for the full control effect
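TRiC at 40 or 20 nM final (batch-dependent) in 30 mM Tris pH 7.4, 100 mM KCl, 5 mM MgCl2, 1 mM DTT, with compound at single 76 uM and 10 uM ATP, 30 min at 37 deg C. ADP detected by HTRF Transcreener, 665/615 ratio.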
EPAC2 agonist: qHTS for Agonist of cAMP-regulated guanine nucleotide exchange factor 4 (EPAC2): primary screen | AID 720711, 2013 | EPAC2 activation, biochemical qHTS; response scale: 100% = 6.5 mM cAMP response | Potency, µM (series often up to 154 µM), inactives show top-dose activation, most hits filed as activators | 360,000 compounds, 0.079% hits | Rap guanine nucleotide exchange factor 4 (Homo sapiens), Q8WZA2; also: potency is read from the fitted curve at half-maximal effect; nearly all actives have a fitted effect of over 50% in size
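qHTS, titration series. 100 nM EPAC2 / 250 nM Rap1B-BODIPY-GDP / 50 uM GDP; RT; ex 480/em 540 nm, 5-min reads to 30 min. Norm. to 6.5 mM cAMP = activation.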
Starred values were filed as active, the others as inactive; i = inactive; ? = inconclusive; . = not tested or not shown; [ ] = remark or other dose. Unless noted, calls follow the shape of the dose curve; as a rule, active = well fitted curve in the direction sought with a large enough effect; inconclusive = small, poorly fitted or top-dose-only effect, or another doubt; inactive = no such curve, though single readings can be large; an effect the other way counts as inactive or inconclusive. Not all compounds are listed (hit frequency here may not be typical).

SMILES	Nrf2 activator	A549 viability	EPAC2 antagonist	TGFb inhibitor	Akt phos inh	Mm-Cpn inhibitor	Nrf2 block	CCT chaperon mod	EPAC2 agonist
Cc1c(NC(=O)C(C#N)=C2CCCCC2)c(=O)n(-c2ccccc2)n1C	-0.2%	2.2%	1.5%	?	i	-0.1%	-0.1%	-3.5	7.5%
CC(C)[C@H](N)c1cn([C@@H](CC(N)=O)C(=O)N2CCNCC2)nn1	-0.2%	10.1%	12.0%	-0.4%	i	-2.4%	-21.3%	-0.6	-6.1%
Cc1ccc(S(=O)(=O)n2cc(-c3ccccc3)c(N)n2)cc1	4.6%	0.7%	-0.4%	-21.0%	i	-7.9%	-24.9%	1.6	8.6%
Cc1ccc(C)c(-c2cc(C(=O)NNC(=S)NCC(C)C)c3ccccc3n2)c1	3.9%	-21.9%	12.8%	-7.4%	i	3.2%	?	-3.0	-1.6%
C=CCC[C@@H](CCCCC)OC(=O)/C=C/[C@H](O)[C@@H](O)C[C@H](O)CC=C	5.0%	.	?	.	i	.	.	-1.0	-18.5%
CC(C)(C)CC(C)(C)NC(=O)CSCC(=O)Nc1ccc2ccccc2c1	12.6%	?	?	?	i	-1.0%	16.4µM*	-10.3	28.7%
NC(=O)C1(N2CCCCC2)CCN(C(=O)c2ccc(-n3cnnn3)cc2)CC1	-0.2%	-9.2%	2.8%	0.0%	i	-0.6%	7.5%	-1.6	-2.1%
CC(=O)N/C(=C\c1ccccc1)C(=O)OCC(=O)NC1CCS(=O)(=O)C1 (configuration not stated)	0.1%	0.1%	14.3%	-3.9%	i	1.8%	5.5%	-1.9	0.7%
O=C(CNC(=O)OCc1ccccc1)NCC(=O)NC(Cc1c[nH]c2ccccc12)C(=O)O (configuration not stated)	-1.1%	.	0.8%	24.0%	i	.	.	0.8	6.3%
O=C(NCc1cccs1)c1nc2c(nnn2Cc2ccc(F)cc2)c(=O)[nH]1	0.4%	-12.6%	6.0%	?	i	2.9%	?	-2.1	5.7%
CSc1cccc(NC(=O)CN2C(=O)COc3ccc(S(=O)(=O)N4CCC(C)CC4)cc32)c1	4.5%	-10.3%	.	-22.3%	.	.	?	.	.
CCCCNC(=O)CS(=O)Cc1nc(-c2cccc(Cl)c2)oc1C (configuration not stated)	3.4%	-2.8%	9.1%	0.7%	i	0.3%	0.0%	-0.6	2.3%
CCOC(=O)Nc1ccc2c(c1)N(C(=O)CCN1CCN(CCO)CC1)c1ccccc1CC2	-0.1%	4.3%	1.6%	-2.3%	i	2.2%	-1.8%	0.1	7.2%
COc1ccc(N(CC(=O)NCc2ccccc2Cl)S(=O)(=O)c2c(C)nn(C)c2C)cc1	0.5%	1.0%	.	?	.	.	3.4%	.	.
COC(=O)c1c(-c2cccnc2)csc1NC(=O)c1ccc2c(c1)OCO2	5.0%	2.6%	-0.3%	2.3%	i	-3.4%	?	-1.2	3.7%
CC(Oc1ccc(Cl)cc1)C(=O)OCC(=O)Nc1ncc(Cl)cc1Cl (configuration not stated)	2.0%	12.6%	-8.5%	1.6%	i	-1.2%	.	2.1	2.1%
O=c1c2ccccc2nc2c3ccccc3c(NCCO)nn12	0.5%	-3.3%	-10.9%	6.0%	i	1.5%	?	-0.1	2.7%
CC(=O)C1=C(O)C(=O)N(Cc2cccnc2)C1c1ccc(Cl)cc1 (configuration not stated)	-0.2%	10.0%	11.1%	1.7%	.	-1.2%	?	-0.3	2.8%
CN[C@H]1C[C@H]2c3[nH]c4ccc(-c5ccc(OC)cc5)cc4c3CCN2C(=O)[C@H]1[C@H](C)O	-5.3%	.	7.3%	15.8µM*	i	.	.	-0.7	6.9%
CCCN1Cc2cccc(C(=O)Nc3cc(OC)cc(OC)c3)c2C1=O	0.6%	12.8%	-1.1%	-11.5%	i	0.2%	-10.2%	-2.6	2.1%
CC(NC(=S)Nc1ccc([N+](=O)[O-])cc1)c1ccncc1 (configuration not stated)	-0.8%[9.22 µM]	-1.8%	-3.4%	-16.1%	i	1.7%	-22.2%	-0.2	1.3%
Cc1ccc(-c2noc(CSc3nnnn3-c3ccccc3)n2)cc1	3.3%	-3.6%	-4.8%	?	i	0.9%	9.8%	2.8	12.4%
O=C(c1cccs1)N1CCN(Cc2ccc3c(c2)OCO3)CC1	0.4%	-0.2%	19.8%	-16.8%	i	-7.4%	5.5%	-0.3	5.7%
CC1CCCCC1NC(=O)CCCc1nc2ccccc2c(=O)[nH]1 (configuration not stated)	-0.8%	-2.3%	3.4%	10.7%	i	0.8%	.	-0.9	4.3%
O=C(OCc1cccc([N+](=O)[O-])c1)c1ccc[nH]c1=O	0.2%	2.9%	0.0%	2.6%	i	-0.8%	7.4%	-1.7	6.9%

(further entries)
SMILES	Nrf2 activator	A549 viability	EPAC2 antagonist	TGFb inhibitor	Akt phos inh	Mm-Cpn inhibitor	Nrf2 block	CCT chaperon mod	EPAC2 agonist
C[C@@H]1CCCCO[C@@H](CN(C)S(=O)(=O)c2ccccc2)[C@@H](C)CN([C@H](C)CO)C(=O)c2cc(NS(=O)(=O)c3ccc(F)cc3)ccc2O1	-0.8%	.	9.9%	?	i	.	.	-0.6	11.8%
O=C1N/C(=C/c2cccs2)C(=O)N1Cc1ccc(Br)cc1	5.2%	-6.5%	8.5%	10.5%	i	1.1%	29.4%	2.6	4.2%
COc1ccc(Nc2cc(C(=O)NCCc3ccc(C)cc3)c3ccccc3n2)c(OC)c1	7.1%	2.5%	.	-11.7%	.	.	3.0%	.	.
CCc1nc2ccc(C(=O)NC3CCN(Cc4ccccc4)CC3)cn2c1N(CC)CCOC	-0.7%	.	-0.3%	-21.7%	i	.	.	0.5	4.1%
Cc1nc2ccccc2c(=O)n1/N=C/c1ccc2ccccc2c1O	-1.9%	-9.2%	-2.0%	?	i	-0.2%	?	0.3	6.4%
COc1ccc(Br)cc1C1Nc2cccc3cccc(c23)N1	12.6µM*	-1.2%	-12.8%	9.8%	i	-2.9%	13.9%	-0.7	9.1%
CCC(NC(=O)CCc1ccccc1)c1ccccc1 (configuration not stated)	1.5%	-0.5%	-2.7%	26.4%	i	-6.1%	-24.6%	1.1	5.2%
Cn1ncc(N=Cc2ccccc2O)c1C(=O)Nc1ccccc1	-0.3%	-5.4%	8.8%	8.9%	i	-1.9%	.	-3.3	-10.3%
O=C(Nc1nc(-c2cccs2)cs1)c1ccc(S(=O)(=O)N2CCCC2)cc1	24.0%	?	-12.3%	?	.	?	9.2µM*	1.8	17.6%
c1ccc2c(-c3cccc4nccn34)cncc2c1	0.1%	.	9.6%	5.5%	i	.	.	2.2	8.3%
CCc1cccc(C)c1NC(=O)CCNC(=O)c1cccc(C)c1	0.3%	1.2%	16.6%	-5.2%	i	0.3%	-1.5%	-4.4	4.8%
CCn1c(CNC(=O)c2cccc(C)c2)nc2ccccc21	4.9%	1.6%	-3.9%	-9.8%	i	1.5%	8.8%	0.7	4.6%
N=c1c2c(-c3ccccc3)c(-c3ccccc3)n(Cc3ccco3)c2ncn1Cc1ccccc1	0.0%	4.5%	0.4%	-4.7%	i	-0.1%	11.9%	0.4	7.6%
CCOc1ccc(CNCc2c(C(=O)O)n(Cc3ccc(C)cc3)c3cc(C)ccc23)cc1	-2.3%	?	.	?	.	.	?	.	.
COc1cc(Cl)c(C)cc1NC(=O)CSc1nnc(-c2ccccn2)n1Cc1ccco1	-0.2%	?	-4.2%	2.2%	i	-1.1%	-23.8%	-0.7	7.4%
CN(CC(=O)Nc1ccccc1Cl)C(=O)COC(=O)/C=C/c1cccs1	7.9%	-3.0%	-4.3%	-1.4%	i	-13.5%	11.3%	-0.5	2.0%
COC(=O)c1cc(C(=O)OCC(=O)Nc2ccccc2OC(F)F)cc([N+](=O)[O-])c1	0.1%	3.5%	-2.1%	4.7%	i	-0.7%	-5.5%	1.7	11.2%
COc1ccc2nc(NC(=O)c3ccc(NC(=O)C4CCCO4)cc3)sc2c1 (configuration not stated)	0.0%	-5.4%	7.9%	-11.4%	i	-9.7%	?	-1.6	6.9%
CCc1nnc(NC(=O)CSc2nc3[nH]c(=O)cc(O)c3s2)s1	1.5%	12.7%	0.7%	-0.7%	i	-0.3%	-4.7%	1.0	11.2%
COc1ccc2c(Sc3ccc(C)cc3)c(C(=O)NCc3ccc(F)cc3)[nH]c2c1	-1.0%	-1.0%	.	1.1%	.	.	9.9%	.	.
COc1ccccc1N1CCN(C(c2cccs2)C(C)NC(=O)c2ccncc2)CC1 (configuration not stated)	2.7%	13.2%	-0.9%	-10.6%	i	-0.9%	-0.8%	-5.5	5.3%

Of the compounds above, two have a COOH group:
SMILES	Nrf2 activator	A549 viability	EPAC2 antagonist	TGFb inhibitor	Akt phos inh	Mm-Cpn inhibitor	Nrf2 block	CCT chaperon mod	EPAC2 agonist
O=C(CNC(=O)OCc1ccccc1)NCC(=O)NC(Cc1c[nH]c2ccccc12)C(=O)O (configuration not stated)	-1.1%	.	0.8%	24.0%	i	.	.	0.8	6.3%
CCOc1ccc(CNCc2c(C(=O)O)n(Cc3ccc(C)cc3)c3cc(C)ccc23)cc1	-2.3%	?	.	?	.	.	?	.	.

Screening results as filed in PubChem BioAssay.
